Bim-Bcl-XL: human Bim-Bcl-XL interaction inhibition. Bim peptide-Bcl-XL binding, bead flow cytometry, fluorescence. inhibition, % at 10 µM. Q07817. 0.04% of 190,000 active. AID 1007
RGS4-Gao reg: human RGS4-Galphao interaction regulation | binding response (% of control), % at 10 µM | P09471 | Multiplexed bead flow cytometry, RGS4-Galphao binding; actives lie on both sides | AID 1415 | 0.33% of 220,000 active; in the data active = binding response below about 49% or above about 150%; inactive = in between;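 note: fluorescent Galphao activated with aluminum fluoride binding bead-coupled RGS4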
Target sequence (P09471 whole entry, looked up): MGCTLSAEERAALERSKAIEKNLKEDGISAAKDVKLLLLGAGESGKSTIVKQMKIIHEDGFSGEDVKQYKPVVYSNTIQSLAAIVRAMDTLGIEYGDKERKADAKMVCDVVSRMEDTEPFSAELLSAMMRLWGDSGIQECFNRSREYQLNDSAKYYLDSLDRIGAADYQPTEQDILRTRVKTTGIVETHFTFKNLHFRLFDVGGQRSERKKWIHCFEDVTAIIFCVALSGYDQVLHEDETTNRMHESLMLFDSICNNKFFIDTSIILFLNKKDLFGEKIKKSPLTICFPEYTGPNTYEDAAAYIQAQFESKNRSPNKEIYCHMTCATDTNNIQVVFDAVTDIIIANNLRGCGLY
ABCG2 inh: inhibitors of human ABCG2 transporter, ABCB1 counter-screen | Q9UNQ0 | IgMXP3 cells, JC-1 efflux, flow cytometry | inhibition, % at 6.6 µM | 0.1% of 190,000 active;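 active = inhibition above 80%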;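 note: 0% = DMSO and 100% = nicardipine control wells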
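Test system: IgMXP3 (ABCG2) plus far-red-tagged CCRF-Adr (ABCB1) cells. Reagent: JC-1 dye as substrate. Timing: 10 min exposure at 25 °C with rotation, no wash. Measured by: flow cytometric JC-1 green MFI at 530 nm. Read-out: percent efflux inhibition, scaled nicardipine 100% to DMSO 0%. Control set: nicardipine and DMSO wells.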
Bim-Bcl-W: human Bim-Bcl-W interaction inhibition | Q92843 | bead-based flow cytometry, Bim peptide-Bcl-W binding | inhibition, % at 10 µM | 0.02% of 190,000 active | AID 952;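 note: 0% = bound tracer without compound and 100% = peptide blocker; higher means less fluorescent Bim peptide bound to Bcl-W beads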
Target sequence (Q92843 whole entry, looked up): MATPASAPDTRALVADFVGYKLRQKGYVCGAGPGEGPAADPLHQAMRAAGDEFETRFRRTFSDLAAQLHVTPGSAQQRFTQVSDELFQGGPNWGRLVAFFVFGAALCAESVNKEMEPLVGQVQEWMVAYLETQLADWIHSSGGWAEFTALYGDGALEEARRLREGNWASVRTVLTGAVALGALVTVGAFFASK
ABCB1 inh: blocks JC-1 efflux by human ABCB1 transporter; P08183; CCRF-Adr cells, flow cytometry; inhibition, % at 6.6 µM; 0.067% of 190,000 active; AID 1326; in the data active = inhibition above about 40%;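 note: 0% = vehicle and 100% = reference inhibitor; higher value means more JC-1 retained so stronger ABCB1 efflux block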
Bim-Bcl-2: human Bim-Bcl-2 interaction inhibition | P10415 | Bead-based flow cytometry, Bim peptide-Bcl-2 binding | inhibition, % at 10 µM | 0.06% of 190,000 active; in the data active = inhibition above about 40%; inconclusive = no clear call, values can overlap the other calls;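 note: 0% = no compound wells with probe peptide and 100% = reference peptide inhibitor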
Target sequence (P10415 whole entry, looked up): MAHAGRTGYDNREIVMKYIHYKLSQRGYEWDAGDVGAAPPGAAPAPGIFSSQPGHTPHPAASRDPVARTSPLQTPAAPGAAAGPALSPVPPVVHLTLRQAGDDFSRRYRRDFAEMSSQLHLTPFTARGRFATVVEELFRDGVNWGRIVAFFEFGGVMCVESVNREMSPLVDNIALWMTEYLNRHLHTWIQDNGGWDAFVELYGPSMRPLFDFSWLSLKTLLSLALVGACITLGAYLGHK
Avidin bead fluor: avidin bead compound fluorescence profile; Avidin beads, compound fluorescence 488/530 nm, flow cytometry; stronger effect = higher value; fluorescence (KMESF) at 10 µM; 0.38% of 220,000 active; in the data active = fluorescence above about 47; note: inactives centre near 10
Bim-Bcl-B: inhibitors of Bim-Bcl-B interaction, human; Q9HD36; bead-based flow cytometry, Bim peptide-Bcl-B binding; inhibition, % at 10 µM; 0.073% of 190,000 active;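 note: 0% = tracer peptide without compound and 100% = reference inhibitor peptide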
Target sequence (Q9HD36 whole entry, looked up): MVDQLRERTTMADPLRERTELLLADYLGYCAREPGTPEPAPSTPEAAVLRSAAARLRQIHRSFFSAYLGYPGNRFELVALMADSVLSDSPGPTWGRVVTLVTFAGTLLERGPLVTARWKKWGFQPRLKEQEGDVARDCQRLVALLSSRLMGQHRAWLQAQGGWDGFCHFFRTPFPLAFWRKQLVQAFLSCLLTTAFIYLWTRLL
RGS7-Gao: modulates binding of RGS7 to human Galphao. P09471. Multiplexed bead flow cytometry; actives lie on both sides. binding response (% of control), % at 10 µM. 0.35% of 220,000 active; in the data active = binding response below about 49% or above about 150%; inconclusive = no clear call, values can overlap the other calls; inactive = in between;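 note: fluorescent Galphao held in activated GDP-AlF4 state binding bead-coupled RGS7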
GSH bead fluor: GSH bead compound fluorescence profile. GSH beads flow cytometry, compound fluorescence 488/530 nm; stronger effect = higher value. fluorescence (KMESF) at 10 µM. 0.25% of 190,000 active. AID 1776; in the data active = fluorescence above about 89;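 note: glutathione beads carrying GST-tagged Bcl family fusion proteins plus one bare bead set; values are compound well signal with DMSO vehicle wells as background; inactives centre near 16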
Bim-Bfl-1: inhibitors of Bim-Bfl-1 interaction, human | Bead-based flow cytometry, Bim-Bfl-1 binding inhibition | inhibition, % at 10 µM | 0.12% of 190,000 active | AID 1008;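 note: 0% = wells without compound plus tracer and 100% = blocker peptide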
Active calls of the source: *; ? = inconclusive; [ ] = another dose, or the depositor's remark. Cut-off read from the data, not from the text of the source, unless noted: active = inhibition above about 40%.

SMILES	Bim-Bcl-XL	RGS4-Gao reg	ABCG2 inh	Bim-Bcl-W	ABCB1 inh	Bim-Bcl-2	Avidin bead fluor	Bim-Bcl-B	RGS7-Gao	GSH bead fluor	Bim-Bfl-1
COc1ccc(N2CCN(C(=O)c3ccc(CS(=O)(=O)c4ccc(OC)cc4)o3)CC2)cc1	-6	102	2	0	1.6	-4	6	-7	100	26	-6
COc1cc(NS(=O)(=O)c2ccc(Nc3nc(-c4ccccc4)cs3)cc2)nc(OC)n1	-8	102	0	-1	-0.2	-8	12	-5	99	15	-13
Cc1onc(-c2ccccc2)c1-c1n[nH]c(=S)n1-c1ccc(C(=O)O)cc1	0	88	-1	0	-0.3	1	13	-1	96	11	1
COc1ccc(C(=O)NCCSc2ccc(C)cc2)cc1	-1	100	8	-1	0.4	1	3	-1	102	7	0
CC(C)(C)c1nc2scc(-c3cccs3)c2c(=O)o1	-4	102	0	0	-0.2	-5	4	-2	101	19	-1
COc1ccccc1OCCNC(=O)c1cc([N+](=O)[O-])cc([N+](=O)[O-])c1	-4	101	9	-3	2.6	-4	8	-4	101	13	-4
Cc1nnc(C)n1/N=C/c1cc(Br)cc(Br)c1O	0	95	3	0	0.8	-4	27	0	98	11	-1
O=C(Nc1ccccc1)/C(=C/c1ccc([N+](=O)[O-])cc1)NC(=O)c1ccccc1	-5	102	1	-9	0.1	4	5	-6	103	18	0
C=CCn1c(SCC(=O)c2ccccc2)nnc1-c1cc2ccccc2o1	-7	99	26	-3	3.8	-3	22	-10	98	30	-10
COc1ccc(CCNC(=O)c2oc3ccc(S(=O)(=O)N4CCOCC4)cc3c2C)cc1OC	-8	102	60	0	7.5	-11	12	-7	99	29	-14
CC(C)(C)CNC(CO)C12CC3CC(CC(C3)C1)C2 (stereo not given)	0	103	0	-3	0.2	-2	9	-1	99	18	0
Cc1ccn2c(C(=O)CSc3ccccc3)c(C)nc2c1	-1	101	4	0	1.1	-3	9	-2	101	16	-8
CC1(C)Cc2c(C#N)c(OCC(=O)c3ccc(Cl)cc3)nc(-c3ccoc3)c2CO1	-2	100	2	0	0.8	3	7	3	93	5	19
CC(C)CC(=O)NC(=S)Nc1ccc(F)cc1F	-1	100	0	-1	-0.2	-2	20	-8	101	10	-7
CCOC(=O)N1CCN(C(=O)C2CCN(S(=O)(=O)c3cc(OC)ccc3OC)CC2)CC1	-3	101	1	-4	0.1	-3	9	-4	100	15	-5
CCOC(=O)c1c(NC(=O)CS(=O)(=O)c2cn(CC)c3ccccc23)sc2c1CCCCC2	-8	111	38	-3	3.4	-3	6	-5	107	14	-2
Fc1ccc(C(c2nnnn2C2CCCC2)N(Cc2ccco2)CC2CCCO2)cc1 (stereo not given)	0	98	1	-3	0.8	-7	38	-1	101	11	-4
Cc1ccc(CNC(=O)C(=O)NCC2OCCN2C(=O)c2ccc3c(c2)OCO3)cc1 (stereo not given)	-4	103	7	0	2.6	-2	6	-1	99	19	-5
O=S(=O)(c1ccc(F)cc1)c1snnc1-c1ccccc1	1	100	2	4	0.5	1	11	-4	?	12	-4
Cc1ccc(OCCOCCn2cnc3ccccc3c2=O)cc1C	3	98	9	4	1.2	12	8	3	?	12	6
Cc1cccc(NS(=O)(=O)c2ccc3[nH]c(=O)cc(C(=O)O)c3c2)c1	-5	100	2	0	-0.6	-1	6	-3	101	15	-1
COCCCNCCCCOc1ccccc1-c1ccccc1	-5	100	3	-4	1.3	-7	13	-8	98	16	-15
O=C(O)C1CC(=O)N(c2ccc(OCc3ccc(Cl)cc3Cl)cc2)C1 (stereo not given)	-1	102	4	-4	0.2	-7	10	-8	100	28	-6
COc1ccc(C(=O)OCC(=O)NC(=O)NC(C)C)cc1OC	-3	101	15	3	1.0	-3	9	-3	?	15	-3
CCOc1ccc(N(CC(=O)NCc2ccco2)S(=O)(=O)c2ccc(OC)c(OC)c2)cc1	-5	103	3	3	1.1	-8	9	-9	102	10	-10
CCCCOC(=O)c1ccc(NC(=S)NC(=O)c2c(Br)c(C)nn2C)cc1	-6	101	-7	-3	-1.0	-16	14	-18	99	13	2
CC1OC2C(OC1C)N(S(C)(=O)=O)CCN2S(C)(=O)=O (stereo not given)	7	103	2	-1	0.6	-11	22	-6	109	32	-14
CCCn1nc(CC(=O)O)c2ccccc2c1=O	-25	98	0	5	0.1	-4	11	-6	93	62	-11
CC(=O)Nc1ccc(Oc2ccc(NC(C)=O)c(NC(C)=O)c2)cc1	1	96	1	-2	-0.5	-3	9	0	?	13	-3
Cc1ccc(CN(CC(=O)N/N=C/c2ccco2)S(=O)(=O)c2ccc(C)cc2)cc1	-3	99	7	3	0.6	-6	8	-5	100	43	-7
Cc1cc(NC(=O)c2ccccc2F)ncc1NC(=O)c1cccs1	3	100	6	2	0.8	0	13	1	94	21	-2
CCOC(=O)N1CCC(NCCNC(=O)c2cccs2)CC1	-6	101	0	0	0.6	-12	13	-8	98	29	-10
COc1ccc(Oc2nc(-c3ccccc3)ncc2S(=O)(=O)c2ccccc2)cc1	-1	102	1	0	0.5	-12	12	-14	96	32	-16
COc1cc(-c2nc3ccc4ccccc4c3c3c2CCC3)ccc1O	-2	104	1	0	0.1	-3	15	-4	101	6	0
CC(=O)Nc1cccc(C(=O)Nc2nc(C)cs2)c1	0	101	4	-2	0.0	-2	6	0	?	14	-4
CCC(=O)N(C)CCc1cc2c(c(OC)c1/C=N/NC(=O)c1ccc(Br)cc1)OCO2	-6	101	4	-2	0.8	-2	11	-9	102	12	-18
COc1ccc2cc3cc(C(=O)NCCN4CCc5ccccc5C4)sc3nc2c1	0	97	6	2	0.2	3	14	-2	92	5	1
FC(F)(F)c1cccc(Cc2noc(CN3C[C@@H]4CCC[C@H]3C4)n2)c1	-4	105	0	-8	-0.2	-1	2	-5	97	17	3
CCCCNC(=O)C(C#N)c1nc2ccccc2nc1N1CCCC1 (stereo not given)	-3	99	1	-1	0.0	-11	7	-16	103	27	-11
CCn1nnnc1NC(=O)c1ccc2ccccc2c1	-2	102	1	-2	0.1	0	12	-4	101	15	-1
O=C(CN1CCN(c2nc(-c3ccccc3)cs2)CC1)Nc1ccc2c(c1)OCO2	-3	104	2	-2	0.5	-4	15	-5	103	29	-4
O=C(N/N=C/c1ccc(N2CCCCC2)o1)c1ccccc1	-3	93	0	4	-0.1	2	9	-4	96	13	-1
CCCCCCCC(=O)NNC(=O)c1c(O)c2ccccc2n(CCC)c1=O	-2	98	-2	1	-0.8	-1	3	-6	97	12	-5
COC(=O)c1c(NC(=O)c2c(C)noc2C)sc2c1CCCCCC2	-5	99	3	-2	0.1	-2	42	-5	97	19	-2
CN(C(=O)COc1ccc(Cl)cc1)c1nnc(C23CC4CC(CC(C4)C2)C3)s1	3	102	1	5	0.9	0	6	0	97	19	-3

Record cards, as listed above:
Profile of CCCCCCCC(=O)NNC(=O)c1c(O)c2ccccc2n(CCC)c1=O = Bim-Bcl-XL: -2; RGS4-Gao reg: 98; ABCG2 inh: -2; Bim-Bcl-W: 1; ABCB1 inh: -0.8; Bim-Bcl-2: -1; Avidin bead fluor: 3; Bim-Bcl-B: -6; RGS7-Gao: 97; GSH bead fluor: 12; Bim-Bfl-1: -5
Profile of COc1ccc(Oc2nc(-c3ccccc3)ncc2S(=O)(=O)c2ccccc2)cc1 = Bim-Bcl-XL: -1; RGS4-Gao reg: 102; ABCG2 inh: 1; Bim-Bcl-W: 0; ABCB1 inh: 0.5; Bim-Bcl-2: -12; Avidin bead fluor: 12; Bim-Bcl-B: -14; RGS7-Gao: 96; GSH bead fluor: 32; Bim-Bfl-1: -16

The list goes on:
SMILES	Bim-Bcl-XL	RGS4-Gao reg	ABCG2 inh	Bim-Bcl-W	ABCB1 inh	Bim-Bcl-2	Avidin bead fluor	Bim-Bcl-B	RGS7-Gao	GSH bead fluor	Bim-Bfl-1
COc1ccc(C2C(C(=O)O)CC(=O)N2c2ccc(OC)cc2)cc1 (stereo not given)	-8	105	-1	-5	-0.3	-7	13	-11	104	31	-21
COc1cc2c3c(c1OC)C1(C=CC(=O)C=C1)CC3N(C(=O)c1ccccc1)CC2 (stereo not given)	-4	105	1	0	0.3	-4	120*	-4	156*[activator]	12	-3
Cc1ccnc(N2C(=O)C3C4CC(C(Br)C4Br)C3C2=O)c1 (stereo not given)	0	89	4	7	1.0	-1	8	-2	84	56	-11
CC(CC(C)C(=O)Nc1ccccc1C(C)(C)C)C(=O)O (stereo not given)	-4	98	1	-3	0.0	2	22	-3	104	17	0
c1cc(CNc2ccc(N3CCOCC3)cc2)ccn1	-9	99	2	10	0.4	2	10	10	99	54	-5
Cc1cccc2c1NC(C)CC2C (stereo not given)	-4	101	1	2	0.3	-9	10	-6	98	12	-10
CCCC(=O)NC(=S)Nc1ccccc1N1CCOCC1	-5	104	0	-2	0.0	-9	14	-6	97	11	-8
C/C(=N/NC(=O)c1cccs1)c1cccc(N)c1	3	98	-1	2	-0.2	0	7	1	95	24	5
O=C(Cn1nnc2c(sc3nc4c(c(-c5ccccc5)c32)CCC4)c1=O)c1ccccc1	-1	98	0	-1	0.2	0	9	-2	100	11	-3
O=C(/C=C/c1ccccc1Cl)NC1CCS(=O)(=O)C1 (stereo not given)	-1	100	1	0	0.0	0	23	-3	106	12	-5
Cc1ccc(NC(=O)Cn2cnc3c(oc4nc5c(cc43)COC(C)(C)C5)c2=O)cc1	-3	90	1	-1	0.3	-1	4	-3	91	13	0
CCC(Sc1nc(C)cc(C)n1)C(=O)Nc1ccc(Cl)cn1 (stereo not given)	-14	103	4	-9	1.4	-6	7	-13	102	34	-8
c1ccc(-c2nnc(-c3ccncc3)nc2-c2ccccc2)cc1	-3	102	42	0	1.2	-2	10	-2	?	16	-4
Cc1cc(NC(=O)CSCc2nc(-c3cccc(Cl)c3)oc2C)no1	-6	89	-1	-3	-0.3	0	5	-5	95	13	-4
O=C(NCc1nnc(SCC(=O)N2CCCc3ccccc32)n1-c1ccccc1)c1cccc2ccccc12	-6	106	18	-6	2.4	-3	13	-13	108	12	-2
Cc1cccc(/C=C2/S/C(=N/N=C3\CC4CCC3(C)C4(C)C)NC2=O)c1 (stereo not given)	-1	101	1	0	0.5	1	9	1	103	22	0
CCCS(=O)(=O)N1CCC(C(=O)NCCc2ccc(OC)c(OC)c2)CC1	-4	98	0	-1	0.0	-4	5	-3	99	23	-15
COc1ccc(NC(=O)CSc2nc3ccccc3c3nc4ccccc4n23)cc1	-2	148	2	0	0.6	4	23	-1	111	8	4
CC(C)(C)n1ncc2c(=O)n(Cc3cccc(Cl)c3)cnc21	-8	103	4	0	0.6	-3	12	-3	101	11	-5
O=C(c1noc2c1CCCC2)N1CCCCC1	-2	102	-6	0	0.0	-9	26	-7	101	22	-19
CCN1CCN(CCNC(=O)c2ccc(/C=C3\Sc4ccccc4N(Cc4ccccc4F)C3=O)cc2)CC1	-3	100	2	-3	1.1	-3	24	-9	101	15	-5
CCn1c(COc2cccc3ccccc23)nnc1SCC(N)=O	2	110	5	5	0.8	0	12	1	106	23	5
Cn1ncc(C#N)c1/N=C/N(Cc1ccccc1)Cc1ccccc1	3	101	2	-1	0.5	0	7	1	101	20	-1
CCOC(=O)C1=C(N)OC2=C(C(=O)CCC2)C1c1ccco1 (stereo not given)	0	114	1	-2	0.2	-1	11	0	110	11	3
